Screening data (PubChem)
DSG3 Ab inh = inhibitors of pemphigus antibody binding to human desmoglein-3; binding (percent of control), % at 10 µM; DSG3-coupled beads, scFv-anti-DSG3-GFP binding, flow cytometry; active compounds read low; 310,000 tested, 0.48% active;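 active = binding more than 3 SD below its plate's average and above zero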;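 also: hits lower antibody fragment binding to DSG3; some compounds called inactive have numbers as strong as hits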
RTF Ca sens inh = cardiac RTF calcium desensitization | P19429+P45379 | IANBD-labeled cardiac RTF, Ca2+ fluorescence | inhibition, % at 7.15 µM | 340,000 tested, 0.12% active;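 active = inhibition above the mean inhibition of all tested compounds plus 3 SD, cut at about 17% in these data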;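 also: assay run at fixed EC70 calcium of 1.6 mM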
C-LANA FP = KSHV C-LANA DNA binding inhibition. MBP-C-LANA/FAM-LBS DNA binding, fluorescence polarization. inhibition, % at 9 µM. 340,000 tested, 0.078% active;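 active = highest replicate inhibition at or above 60% at 9 µM, even if other replicates fall short; inactive = all replicates below 60% inhibition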;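 also: 0% = neutral control wells and 100% = 4 µM acridine orange control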
MOR-DOR ag = OPRM1-OPRD1 heterodimerization agonism; activation, % at 9.3 µM; cells, luminescence; 340,000 tested, 0.3% active; in the data active = activation above about 18%;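 also: 0% = vehicle-treated cells and 100% = reference agonist; values of inactives mirror those of a sister screen read the other way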
Target sequence (P35372 whole entry, looked up): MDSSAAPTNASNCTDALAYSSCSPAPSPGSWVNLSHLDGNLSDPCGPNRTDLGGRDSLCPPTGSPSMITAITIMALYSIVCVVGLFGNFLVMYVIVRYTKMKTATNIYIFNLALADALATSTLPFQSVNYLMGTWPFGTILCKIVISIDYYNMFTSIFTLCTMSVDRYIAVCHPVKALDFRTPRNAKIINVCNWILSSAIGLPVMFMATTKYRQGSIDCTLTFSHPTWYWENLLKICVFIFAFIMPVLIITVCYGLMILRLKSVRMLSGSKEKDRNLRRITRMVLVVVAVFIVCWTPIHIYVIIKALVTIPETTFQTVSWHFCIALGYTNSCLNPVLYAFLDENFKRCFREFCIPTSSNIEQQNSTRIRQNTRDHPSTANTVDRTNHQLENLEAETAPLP
Target sequence (P41143 whole entry, looked up): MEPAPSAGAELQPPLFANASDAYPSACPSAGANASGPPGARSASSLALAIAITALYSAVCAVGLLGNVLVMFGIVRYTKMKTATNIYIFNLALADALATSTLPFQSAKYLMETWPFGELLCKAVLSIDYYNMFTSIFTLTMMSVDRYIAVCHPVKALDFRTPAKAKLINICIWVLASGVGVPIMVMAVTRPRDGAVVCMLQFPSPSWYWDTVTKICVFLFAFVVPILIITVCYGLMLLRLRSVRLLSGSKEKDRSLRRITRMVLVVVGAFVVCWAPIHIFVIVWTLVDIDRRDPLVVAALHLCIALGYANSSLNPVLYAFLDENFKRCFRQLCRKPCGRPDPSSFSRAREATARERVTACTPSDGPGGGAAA
MOR-DOR inv ag = inverse agonists of human mu-delta opioid receptor heterodimerization; P35372+P41143; cell-based MOR-DOR heterodimer luminescence, inverse agonism; inhibition, % at 9.3 µM; 340,000 tested, 0.21% active; AID 504357; in the data active = inhibition above about 22%, passing the limit was not always enough;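 also: 0% = cells with DMSO and 100% = wells without cells with DMSO; values of inactives mirror those of a sister screen read the other way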
Arrestin-AP2 inh = human beta-arrestin and AP2 interaction inhibition; AID 504490; FITC-arrestin peptide / GST-AP2 beads, flow cytometry; AP2 beta2 appendage carries R879A mutation; inhibition, % at 10 µM; 340,000 tested, 0.31% active;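 active = inhibition above a set limit, near 3 SD of compounds lacking own fluorescence, cut at about 54% in these data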;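 also: plate controls were DMSO wells for no effect and 5 µM unlabelled arrestin peptide for full effect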
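System: GST-tagged AP2 beta2-adaptin appendage (R879A) on 4 µm glutathione beads / Reagent: FITC-arrestin peptide, 50 nM / Detection: HyperCyt-sampled flow cytometry, FL1 channel, ex 488/em 535 nm / Timing: 12 min plus 1 h, RT / Buffer or medium: PBS plus Tween 20 (0.05%) and BSA (0.1%)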
Wnt bcat act = activators of Wnt/beta-catenin signaling; Wnt/beta-catenin reporter cell assay, activator, plate reader; activation, % at 9.35 µM; 300,000 tested, 1.2% active; in the data active = activation above about 30%, passing the limit was not always enough;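 also: 0% = neutral control wells and 100% = positive control wells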
Keap1-Nrf2 PPI = inhibitors of human Keap1-Nrf2 protein-protein interaction. Q14145. Keap1 Kelch-Nrf2 peptide fluorescence polarization, 1536-well. inhibition, % at 9.4 µM. 340,000 tested, 0.15% active. AID 504523; in the data active = inhibition above about 12%;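 also: human Keap1 Kelch domain with fluorescein labeled Nrf2 9mer peptide probe; 0% = neutral control wells and 100% = peptide positive control; higher means more block of Keap1 binding to Nrf2 peptide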
cardiac RTF act = cardiac RTF calcium sensitization | P19429+P45379 | IANBD-labeled TnC RTF fluorescence at EC20 calcium; 0% EC20 calcium, 100% full calcium | activation, % at 7.2 µM | 340,000 tested, 0.24% active | AID 493008;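 active = activation above the mean over all tested compounds plus 3 SD, cut at about 30% in these data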;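 also: rise in fluorescence read as greater calcium sensitivity of cardiac thin filaments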
V-ATPase pHluor = alters yeast V-ATPase proton transport; 350,000 tested, 0.37% active; S. cerevisiae, pHLuorin cytosolic pH fluorescence; AID 504577; response, % at 10 µM; in the data active = response mostly above about 7.3%, no sharp cut-off; inactive = mostly below about 5.4%; also: actives read high; inactives centre near 0; some compounds called inactive have numbers as strong as hits; reference of the scale not given here
* hit, by the source's call; / = no result given; & = joins results of further samples.

SMILES	DSG3 Ab inh	RTF Ca sens inh	C-LANA FP	MOR-DOR ag	MOR-DOR inv ag	Arrestin-AP2 inh	Wnt bcat act	Keap1-Nrf2 PPI	cardiac RTF act	V-ATPase pHluor
COc1cccc(C2c3c(oc4ccc(Cl)cc4c3=O)C(=O)N2c2cc(C)on2)c1OC (centres undefined)	89	1	-2.1	-0.7	4	32	/	-3	4	-5
COc1ccc(N(Cc2ccccc2)C(=O)CSc2nnc(Cn3nnc4ccccc43)o2)cc1	79	-5	4.8	2.8	-15	5	/	-2	0	-6
CC1(C)CC(C(N)=S)CCO1 (centres undefined)	/	-6	-1.8	-2.7	13	3	2	-1	-1	-3
C=CCN(c1ccccc1Cl)S(=O)(=O)c1cccc(C(=O)OCC(=O)N(C)C2CCS(=O)(=O)C2)c1 (centres undefined)	101	-1	-1.1	-0.2	1	-3	-15	-1	-4	-4
COCc1nnc(NC(=O)c2ccc(NC(C)=O)cc2)s1	96	7	-0.7	-2.5	16	22	2	-1	-2	-2
O=C(N/N=C\c1ccc(O)c([N+](=O)[O-])c1)C1COc2ccccc2O1 (centres undefined)	100	-6	-12	-2.4	13	-2	3	-10	-4	7
Fc1ccc(-c2nnn(Cc3ccccc3Cl)n2)cc1	110	-5	-1.8	4.5	-21	6	-4	-2	0	0
COc1ccc(CCc2ccc3cc(OC)ccc3n2)cc1	90	3	-2.7	3.5	-18	54	15	6	-7	-3
CCc1nnc(NC(=O)CCCSc2nc3ccccc3[nH]2)s1	107	4	0.8	0.5	-2	7	-1	-7	0	-1
O=C(O)CSCC(=O)N1CCN(S(=O)(=O)c2cc(Cl)cc(Cl)c2)CC1	/	0	-1.7	0.0	0	2	3	-5	4	2
COC(=O)[C@H](CCSC)NC(=O)Cn1cnc(C(=O)Nc2ccc(C)c(C)c2)n1	92	-3	-0.8	-3.7	18	5	2	-3	-2	0
CCC(=O)n1nc(NCc2ccc(OC)c(OC)c2)nc1NCc1ccc(OC)c(OC)c1	/	0	-0.1	-1.2	5	6	/	1	-4	-1
C#CC[N+]1(CC#Cc2cccc3ccccc23)CCOCC1	106	/	2.3	/	/	4	-2	3	/	0
CCCN(C(=O)COC(=O)c1[nH]c(C)c(C(=O)OC)c1C)c1c(N)n(Cc2ccccc2)c(=O)[nH]c1=O	103	-10	-2.1	-0.3	2	-1	-1	-11	-1	0
O=C(Nc1ccc(N2CCOCC2)c([N+](=O)[O-])c1)c1ccco1	104	-2	10	-1.4	7	18	16	2	-9	9
Cc1cc2c(=O)n(NC(N)=O)c(C)nc2s1	108	-6	0.8	-2.4	10	-7	/	5	-1	4
CCN(CC(=O)Nc1ccc(NC(C)=O)cc1)C(=O)c1ccc(COc2ccc(C(C)(C)C)cc2)cc1	108	-5	-0.3	0.0	0	5	-2	2	1	-5
O=C(NCc1ccco1)C1CCCN1C(=O)Nc1ccc(Br)cc1 (centres undefined)	102	-26	1.6	-1.9	10	5	0	1	3	2
O=C(CN1CCN(Cc2ccccc2)CC1)Nc1ccc(S(=O)(=O)N2CCOCC2)cc1	101	-12	-0.5	-5.0	22	-5	/	-3	8	-2
Cc1cc2cc(CNC(=S)NC3CCCCC3)ccc2[nH]1	106	2	-2.9	0.1	0	-4	-2	-4	2	1
O=C(/C=C/c1cccs1)c1cc(F)ccc1OC(=O)N1CCOCC1	89	-7	0.0	-0.5	3	-4	-8	-6	13	8
CCOC(=O)N1CCN(C(=O)C2CCCN(Cc3nc(-c4ccc(Cl)cc4)oc3C)C2)CC1 (centres undefined)	109	-1	-0.3	-1.0	5	-1	-7	4	4	-2
CCOn1c(=O)c(-c2cccc(Br)c2)[n+]([O-])c2ccccc21	95	5	3.8	-1.2	6	-6	0	-8	-1	2
CC1(C)CC(=O)C(=Cc2cn(CCC#N)nc2-c2ccc(F)cc2)C(=O)C1	82	3	1.8	0.5	-3	13	-6	-5	0	2
CN(C)c1cccc(C(=O)NCc2ccc(Cl)cc2)c1	101	1	1.4	-2.2	12	-12	-1	-3	-2	1
Cc1cccc(/C=C\c2nc3ccccc3c(=O)[nH]2)c1	111	-1	-0.1	1.7	-9	10	0	1	2	-1
Cc1ccc(NC(=O)CN2CC(C)SC2=NC2CCCCC2)cc1 (centres undefined)	97	-12&-18	-0.9&-2.6	1.6&-1.0	-8&4	11&10	1&-1	0&1	-6&-2	0&-2
CCCc1c(C(=O)N/N=C/C(C)=C/c2ccco2)nnn1-c1nonc1N	101	-1	-0.3	5.1	-27	26	0	-1	-3	-4
Nc1cccc2c1C(=O)N(C(=O)/C=C/c1ccc(F)cc1)C2=O	98	-5	50	2.9	-14	3	8	-4	-2	-10
Cc1onc(-c2c(F)cccc2Cl)c1C(=O)OCC(=O)c1c(N)n(C)c(=O)n(C)c1=O	109	2	/	1.8	-9	-3	-3	-5	-2	-1
Cc1ccc(OCCOC(=O)CCc2nc3ccccc3c(=O)[nH]2)cc1	100	5	1.0	-2.7	13	33	-1	-1	3	-2
COc1ccc(C2(C)NC(=O)N(CC(=O)Nc3ccc4[nH]c(=O)[nH]c4c3)C2=O)cc1 (centres undefined)	99	3	0.3	1.3	-8	-1	0	1	-1	9
COc1ccc(NS(=O)(=O)c2cccs2)cc1S(=O)(=O)N1CCCCC1	103	2	-0.1	-3.2	17	-11	-5	-2	3	-2
COc1ccccc1Nc1ncnc2sccc12	103	4	8.2	-1.8	9	24	1	2	-2	0
COc1ccc(C2=Nn3c(nnc3-c3ccccc3Cl)SC2)cc1OC1CCCC1	105	6	-1.9	0.8	-5	28	9	-6	-6	-3
COc1ccc(C(=O)NN2CCOCC2)cc1	/	-7	0.2	-1.4	7	9	1	-3	-3	-1
Cc1ccc2c(Cl)c(C)c(N3CCCCC3)nc2n1	104	12	-0.3	-0.6	4	31	/	0	-2	0
COc1ccc(C(N)c2nccc3cc(OC)c(OC)cc23)cc1OC (centres undefined)	116	-5	2.8	12	-58	-5	/	-9	12	2
CC(C)Oc1ccc(C(=O)Nc2ccc(N3CCCC3)cc2)cc1	94	0	-4.7	2.1	-12	0	/	3	-1	1
N#Cc1cc2c(nc1SC1CCCCC1O)CCCC2 (centres undefined)	109	2	-0.7	-0.8	5	4	/	1	-1	0
CNS(=O)(=O)c1cccc(C(=O)OCC(=O)c2cc(C)n(CC3CCCO3)c2C)c1 (centres undefined)	108	-4	-1.3	-1.0	4	-11	10	-2	2	-10
Cc1nn(-c2ccccc2)c2nc(Cl)c(C(=O)O)cc12	105	0	1.3	0.2	-1	-2	0	-2	2	/
Cc1nn2c(=O)cc(CSc3nc4ccccc4[nH]3)nc2s1	102	2	1.6	-1.4	8	-10	-1	-3	-1	6
CCOC(=O)Nc1ccc(NC(=O)c2ccccc2F)cc1	107	-5	1.6	0.0	0	19	3	-1	0	2
O=C(CCCO)c1ccc2c(c1)OCCO2	100	8	3.8	1.9	-12	-4	/	2	3	4
CCCCN(C(=O)/C=C/c1ccco1)c1c(N)n(CC(C)C)c(=O)[nH]c1=O	104	-18	-2.2	0.8	-4	37	0	-1	14	1
Cc1cccn2c(=O)c(/C=C3\SC(=S)N(CC(C)C)C3=O)c(NCCCOC(C)C)nc12	134	-15	0.0	-2.5	13	24	-3	-8	18	-2
CCOc1ccc(OCCC(=O)OCC(=O)NC2CC2)cc1	/	-19	3.2	-0.9	5	-9	-3	3	-1	-1
Cc1cnc(C(=O)Nc2cccc(S(=O)(=O)N(C)C)c2)cn1	92	-4	-0.1	-1.6	8	-12	/	2	1	4
O=c1cc(O)nc(SCc2ccccc2)[nH]1	100	-6	1.5	-2.8	12	-5	-3	2	1	-3
C=CCOc1ccc(C(=O)Nc2ccccc2C(=O)NCc2cccnc2)cc1	111	0	0.2	4.1	-23	-52	0	-7	8	1
O=C(Nc1ccn(Cc2c(F)c(F)cc(F)c2F)n1)c1ccc(COc2cc(Cl)ccc2Cl)o1	105	-7	-0.2	1.0	-6	-5	/	-1	-2	9
CN(Cc1ccc(F)cc1)C(=O)CNC(=O)c1ccc2c(c1)OCO2	103	-14	0.9	-2.3	12	-2	-1	0	0	-3
Cc1ccc(-c2nc(C#N)c(NCc3ccco3)o2)cc1	113	0	-0.7	1.8	-8	1	/	-2	-2	-3
CC1CCN(CC(=O)NCc2ccco2)CC1	97	-4	0.5	-2.3	11	-5	-1	-4	-3	3
Cc1ccccc1OCCn1cc(C(=S)N2CCN(C)CC2)c2ccccc21	103	-3	0.5	-3.0	14	17	0	-1	-2	-1
COCCn1c(=NC(=O)c2cc3ccccc3oc2=O)sc2cc(S(N)(=O)=O)ccc21	100	-8	-1.0	-3.0	18	3	14	-1	-4	-1
Cc1cc(C(C#N)c2cccc(Cl)c2)n2ncnc2n1 (centres undefined)	109	2	-0.8	-0.5	3	3	/	-3	-1	2
Cc1cccc(OCC(O)Cn2c(N3CCCCC3)nc3c2c(=O)n(C)c(=O)n3C)c1 (centres undefined)	111	-8	-2.1	-4.0	18	32	-3	-2	-1	2
CC(=O)N/C(=N\OCc1ccccc1Cl)c1nonc1NC(C)=O	103	4	-0.6	-0.8	4	-9	-1	-3	2	6

Part of the list above in order of length of the SMILES, highest first:
SMILES	DSG3 Ab inh	RTF Ca sens inh	C-LANA FP	MOR-DOR ag	MOR-DOR inv ag	Arrestin-AP2 inh	Wnt bcat act	Keap1-Nrf2 PPI	cardiac RTF act	V-ATPase pHluor
C=CCOc1ccc(C(=O)Nc2ccccc2C(=O)NCc2cccnc2)cc1	111	0	0.2	4.1	-23	-52	0	-7	8	1
CC(=O)N/C(=N\OCc1ccccc1Cl)c1nonc1NC(C)=O	103	4	-0.6	-0.8	4	-9	-1	-3	2	6
Cc1ccc(-c2nc(C#N)c(NCc3ccco3)o2)cc1	113	0	-0.7	1.8	-8	1	/	-2	-2	-3

New compounds follow:
SMILES	DSG3 Ab inh	RTF Ca sens inh	C-LANA FP	MOR-DOR ag	MOR-DOR inv ag	Arrestin-AP2 inh	Wnt bcat act	Keap1-Nrf2 PPI	cardiac RTF act	V-ATPase pHluor
COC(=O)CN1C(=O)[C@H]2[C@@H](/C=C/c3ccccc3)N3C(=O)CN(Cc4ccccc4)C(=O)[C@@]3(C)[C@H]2C1=O	102	6	-1.2	-1.9	11	19	-4	-3	0	-1
CCO[C@H]1OC(C(=O)O)=C[C@@H](c2cn(C(C)=O)c3ccccc23)[C@@H]1CCCO	94	-4	0.9	-2.5	14	-18	-2	-5	-3	3
CCOC(=O)C1=C(C)N=C(SC)N(C)C1c1ccccc1 (centres undefined)	104	-1	-0.6	1.6	-9	19	/	-1	-1	-4
CCCOc1cccc(C(=O)NC(=S)Nc2ccc(N3CCN(C)CC3)cc2)c1	/	/	-0.3	/	/	0	-1	-4	/	0
Fc1ccc(-[n+]2nc(Nc3ccccc3)sc2-c2c3ccccc3cc3ccccc23)cc1	109	-7	-1.6	10	-58	3	-11	-5	-3	4
COCCCNC(=O)C[C@H]1C[C@H](C(=O)N2CCOCC2)[C@@]2(C)c3[nH]c4cc(CCC(=O)N(C)C)ccc4c3CCN2C1=O	101	-8	0.5	-1.2	6	0	1	-4	-1	0
N#CCc1ccc(NC(=O)c2ccccc2C(=O)Nc2ccc(CC#N)cc2)cc1	102	-6	2.8	-1.9	8	2	-2	-5	-7	0
